# Screening results from PubChem BioAssay.
# PGC1a acetyl inh – modulators of PGC1a acetylation; actives 0.17% (n = 350,000); inhibition, % at 15.6 µM; U2OS PGC1a acetylation, AlphaScreen anti-acetyl-lysine; with virally co-expressed GCN5 acetyltransferase;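 active means every replicate shows inhibition of at least 40%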;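 further: 0% = neutral control wells and 100% = positive control wells; some results beyond the cut were filed as inactive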
# INS-1E GSIS act – GLuc luminescence reporter in INS-1E cells, primary screen for activators of glucose-dependent secretion of insulin; activation, % at 16.6 µM; actives 0.61% (n = 370,000); AID 743287; INS-1E GLuc reporter insulin secretion, 2-3 h;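 active means lowest replicate activation of at least 40%, so every replicate reaches that level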;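 further: 0% = median of neutral control wells and 100% = median of IBMX positive control wells; some compounds called inactive have numbers as strong as hits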
# LGR2 inh – blocks bursicon-induced cAMP signaling via Drosophila LGR2; inhibition, % at 9.99 µM; HEK293 LGR2, CRE-luciferase, bursicon-stimulated, 4 h; AID 720647; actives 0.35% (n = 380,000);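 active means drop in luminescence signal, shown as inhibition above about 50% in the replicate tests, limit read from the data, passing the limit was not always enough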;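 further: agonist challenge used bursicon conditioned medium at about half maximal strength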
# PglD inh – PglD (C. jejuni) enzyme inhibition | purified PglD enzyme, DTNB colorimetric CoA detection | inhibition, % at 12.5 µM | actives 0.098% (n = 360,000) | AID 602405; in the data active means inhibition above about 16%, passing the limit was not always enough; further: strong numbers were not always called active
# C2C12 statin – protects C2C12 myotubes from simvastatin toxicity | ATP luminescence, 48 h; scaled: DMSO 0, geranylgeraniol control 100 | rescue of ATP level, % at 7.49 µM | actives 0.78% (n = 330,000) | AID 602340;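 active means mean ATP rescue above about 67%, or every replicate alone reaching that limit, limit read from the data, passing the limit was not always enough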;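 further: myotubes were challenged with 10 µM simvastatin during compound exposure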
# PAX8 reporter – lowers PAX8-driven luciferase in RMG-I cells. RMG-I TPO-luciferase reporter, SteadyGlo, 24 h. inhibition, % at 12.6 µM. actives 1.2% (n = 360,000);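 active means mean replicate inhibition at least 60% with every replicate also reaching 60%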;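 further: luciferase light reporting Pax8 driven TPO promoter activity; plate controls were median of neutral control wells for no effect and mitoxantrone controls for full effect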
# ARNT TACC3 PPI – ARNT/TACC3 interaction disruption; AlphaScreen His-ARNT PAS-B/GST-TACC3 binding, luminescence; TACC3 fragment carries E629A point mutation; Q9Y6A5; inhibition, % at 9.99 µM; actives 0.66% (n = 390,000); AID 623870;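 active means mean inhibition of replicates at least 50% and at least half of replicates each reaching 50%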;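 further: 0% = complete ARNT plus TACC3 wells and 100% = ARNT alone without TACC3; many hits fall short of the cut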
# Cneo AK release – Cryptococcus neoformans lysis via adenylate kinase release; C. neoformans lysis, adenylate kinase release luminescence, 4 h; normalised: neutral wells 0, clomiphene wells 100; lysis activity, % at 15 µM; actives 0.2% (n = 360,000); AID 651654;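 active means mean lysis activity across replicates of at least 80%, whatever share of replicates individually reach that level; inactive means mean lysis activity below 80%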
#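 read-out = cell lysis signal | test system = log-phase Cryptococcus neoformans yeast cells | input = cells at 5 × 10^6 per mL | medium = fresh YPD growth medium | signal = luminescent adenylate kinase detection reagent | timing = 4 h at 37 °C static, read 1 h later | dosing = single dose | controls = Clomiphene as positive lysis control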
# * marks the source's active call; other numbers are inactive results; / = not tested or not shown. An unsorted share of the library. About 2.9% of those tested had a hit in this group.
# Results follow in this order: PGC1a acetyl inh	INS-1E GSIS act	LGR2 inh	PglD inh	C2C12 statin	PAX8 reporter	ARNT TACC3 PPI	Cneo AK release
CC(C)(C)OC(=O)NCCc1nnc(SCc2ccccc2Cl)o1
  -11	/	/	4	7	/	4	2
c1ccc2c(c1)Cc1ccccc1O2
  -11	/	0	0	9	2	27	2
Cc1ccccc1Cn1c(C)c(C(=O)N(C)Cc2ccc(F)cc2)sc1=O
  /	-9	-8	-4	13	6	/	0
COc1ccc(C(=O)c2sc(Nc3ccccc3)nc2N)cc1
  /	32	-4	0	78*	-7	-5	-8
C[C@H](CO)N1C[C@H](C)[C@H](CN(C)Cc2ccc(C(F)(F)F)cc2)Oc2c(NC(=O)CCCCCC(=O)Nc3ccccc3N)cccc2C1=O
  -9	9	12	/	/	40	/	/
O=C(Nc1ccccc1N1CCCC1)c1ccco1
  -2	/	/	3	-8	/	-1	1
c1c2c(cc3sc(N4CCCCC4)nc13)OCO2
  -9	-11	/	-2	/	-52	2	-16
Cc1c(C(=O)N2CCN(c3ncccn3)CC2)oc2ccc(F)cc12
  3	21	-12	2	6	/	-9	0
CN(Cc1ccc(F)cc1)C(=O)c1cc(COc2ccc(F)cc2F)on1
  -6	-20	16	1	0	-21	-1	0
COc1ccc(CCC(=O)NCC(=O)OCc2ccccc2)cc1
  2	2	-4	-4	1	3	-10	-1
O=C(CC(=O)N/N=C/c1ccc(O)cc1)N/N=C/c1ccc(O)cc1
  -1	-3	-29	6	-4	4	9	-1
COc1ccccc1N1CCN(C(=O)c2cc3c(-c4ccc(Cl)cc4)nn(C)c3s2)CC1
  -14	14	7	1	18	32	25	0
CC1(c2nnc(-c3ccncc3)o2)CC(c2cccnc2)=NO1 (stereo not given)
  /	-11	-5	-3	5	-4	-5	-1
CN1CCN(C(=O)C[C@H]2C[C@@H]3c4cc(NS(=O)(=O)c5ccc(F)cc5)ccc4O[C@@H]3[C@@H](CO)O2)CC1
  -3	4	6	-4	0	-5	-9	-2
C[C@@H]1CCCCO[C@H](CN(C)C(=O)CCCN(C)C)[C@H](C)CN([C@@H](C)CO)C(=O)c2cc(NC(=O)Nc3ccc(C(F)(F)F)cc3)ccc2O1
  12	12	-7	1	6	-8	0	8
CC(Nc1nc(N2CCCC2)nc2ccccc12)c1ccccc1 (stereo not given)
  34	/	/	-4	/	/	-3	-1
CC(C)NC(=O)Nc1ccc2c(c1)CC(=O)N([C@H](C)CO)C[C@H](C)[C@@H](CN(C)C(=O)Nc1ccccc1)O2
  -1	6	-21	2	-8	5	4	-3
COc1ccccc1OCC(=O)Nc1cccc(N(C)S(C)(=O)=O)c1
  2	/	/	-6	14	/	-38	1
COc1cc(C(=O)NCCNC(=O)C2CCCNC2=O)cc(OC)c1OC (stereo not given)
  /	8	-7	/	/	16	-3	/
O=C(Cc1ccccc1)Nc1ccc(NC(=O)Cc2ccccc2)c(Cl)c1
  5	1	-9	-2	-1	4	2	-3
Cc1cccc(OCC(=O)NCc2cc(C)nc3ccccc23)c1
  47	-7	21	5	-8	19	0	-2
c1ccc(-c2csc(N3CCN(c4ccccn4)CC3)n2)cc1
  0	-14	-49	0	-26	/	4	-7
O=c1c2ccccc2nc(-c2ccco2)n1-c1nc2ccccc2s1
  -4	3	/	/	/	13	31	/
COc1ccc(C(NC(=O)C(C)C)c2c(O)ccc3ccccc23)cc1OC (stereo not given)
  -10	-9	3	-1	/	2	1	-20
CC(C)[C@H](NC(=O)c1nn(Cc2ccccc2)c(=O)c2ccccc12)C(=O)O
  /	-9	5	-7	14	-5	-1	0
CCOC(=O)c1c(N=CN(C)C)c2cc([N+](=O)[O-])cnc2n1C
  9	28	-18	-2	/	14	-17	0
CC(C)(O)CC[C@@H](O)[C@](C)(O)[C@H]1CC[C@@]2(O)C3=CC(=O)[C@@H]4C[C@@H](O)[C@@H](O)C[C@]4(C)C3CC[C@]12C (stereo not given in full)
  -7	-5	-10	-5	3	/	-4	3
COc1ccc(CNCC(=O)Nc2cc(OC)cc(OC)c2)cc1
  9	8	12	-6	-3	-24	-2	0
COc1ccc(CSc2n[nH]c(C)n2)cc1Br
  1	-12	-14	-1	8	/	35	0
C[C@@H]1CN([C@H](C)CO)C(=O)Cc2cc(NS(=O)(=O)c3cn(C)cn3)ccc2O[C@@H]1CN(C)CC1CCCCC1
  -4	4	-9	1	13	6	-9	1

# In a second layout: 14 of the compounds above
SMILES	PGC1a acetyl inh	INS-1E GSIS act	LGR2 inh	PglD inh	C2C12 statin	PAX8 reporter	ARNT TACC3 PPI	Cneo AK release
CC(C)(C)OC(=O)NCCc1nnc(SCc2ccccc2Cl)o1	-11	/	/	4	7	/	4	2
c1ccc2c(c1)Cc1ccccc1O2	-11	/	0	0	9	2	27	2
Cc1ccccc1Cn1c(C)c(C(=O)N(C)Cc2ccc(F)cc2)sc1=O	/	-9	-8	-4	13	6	/	0
COc1ccc(C(=O)c2sc(Nc3ccccc3)nc2N)cc1	/	32	-4	0	78*	-7	-5	-8
C[C@H](CO)N1C[C@H](C)[C@H](CN(C)Cc2ccc(C(F)(F)F)cc2)Oc2c(NC(=O)CCCCCC(=O)Nc3ccccc3N)cccc2C1=O	-9	9	12	/	/	40	/	/
O=C(Nc1ccccc1N1CCCC1)c1ccco1	-2	/	/	3	-8	/	-1	1
c1c2c(cc3sc(N4CCCCC4)nc13)OCO2	-9	-11	/	-2	/	-52	2	-16
Cc1c(C(=O)N2CCN(c3ncccn3)CC2)oc2ccc(F)cc12	3	21	-12	2	6	/	-9	0
CN(Cc1ccc(F)cc1)C(=O)c1cc(COc2ccc(F)cc2F)on1	-6	-20	16	1	0	-21	-1	0
COc1ccc(CCC(=O)NCC(=O)OCc2ccccc2)cc1	2	2	-4	-4	1	3	-10	-1
O=C(CC(=O)N/N=C/c1ccc(O)cc1)N/N=C/c1ccc(O)cc1	-1	-3	-29	6	-4	4	9	-1
COc1ccccc1N1CCN(C(=O)c2cc3c(-c4ccc(Cl)cc4)nn(C)c3s2)CC1	-14	14	7	1	18	32	25	0
CC1(c2nnc(-c3ccncc3)o2)CC(c2cccnc2)=NO1 (stereo not given)	/	-11	-5	-3	5	-4	-5	-1
CN1CCN(C(=O)C[C@H]2C[C@@H]3c4cc(NS(=O)(=O)c5ccc(F)cc5)ccc4O[C@@H]3[C@@H](CO)O2)CC1	-3	4	6	-4	0	-5	-9	-2

# The list goes on.
# Results follow in this order: PGC1a acetyl inh	INS-1E GSIS act	LGR2 inh	PglD inh	C2C12 statin	PAX8 reporter	ARNT TACC3 PPI	Cneo AK release
CC1=CC(C)(C)N=C(Nc2nc(C)c3cc(C)cc(C)c3n2)N1
  8	-34	13	4	-13	22	28	3
c1ccc2c(c1)[nH]c1c(N3CCN(C4CCCCC4)CC3)ncnc12
  0	-2	/	1	21	-11	-3	-3
O=C(CSc1ccc(-c2cccc([N+](=O)[O-])c2)nn1)N1CCCC1
  7	-11	-4	/	/	-10	3	/
COc1ccccc1NC(=O)N[C@@H]1CC[C@H](CCNC(=O)Cc2ccccn2)O[C@H]1CO
  -6	-9	22	2	5	6	4	1
COC(=O)c1ccccc1NC(=O)CN(c1ccccc1)S(=O)(=O)N(C)C
  -23	/	/	0	-10	/	-4	0
O=C(CN1CCOCC1)N[C@H]1CC[C@H](CCn2cc(C3CCCC3)nn2)O[C@@H]1CO
  1	-3	14	/	/	0	/	/
COc1ccc(/C=C2/CCc3ccccc3C2=O)cc1OC
  7	11	-58	-7	-7	-76	6	-13
Cc1cccc2c(=O)n3c(cc12)-c1[nH]c2ccccc2c1CC3
  /	-8	-15	/	/	4	-5	/
CCc1nc2c(OCc3cc(Cl)cc(Cl)c3)cccn2c1N(C=O)Cc1ccccc1
  4	-17	9	1	-21	2	/	2
Cn1cc(S(=O)(=O)N2CCOCC2)cc1C(=O)NCCc1ccccc1
  -11	/	/	4	4	/	-3	-2
COc1ncccc1-c1nnn(-c2ccccc2Br)n1
  /	7	-66	0	5	-44	-1	3
O=[N+]([O-])c1ccc(N2CCN(S(=O)(=O)c3ccc4ccccc4c3)CC2)cc1NCC1CCCO1 (stereo not given)
  -6	8	-14	/	/	6	7	1
O=C(O)CCC(=O)N1CCN(Cc2ccc3c(c2)OCO3)CC1
  4	15	-6	1	0	8	-8	1
COc1ccc(NC(=O)CN(C)C(=O)/C=C/c2cn(-c3ccccc3)nc2-c2cccs2)cc1
  10	-5	4	/	-5	10	-5	/
COc1ccc(CC(=O)Nc2cc(S(=O)(=O)N3CCCCC3)ccc2C)cc1OC
  10	-4	-1	/	/	-3	-5	/
COC(=O)c1sc2ccccc2c1-n1cccc1C(=O)C(=O)Nc1ccc(OC)cc1
  -14	/	/	1	-2	/	10	-1
COc1cc(/C=C(\C#N)C(=O)Nc2ccc(SC(F)F)cc2)cc(OC)c1OC
  -14	/	/	-2	-5	/	-2	-1
COc1ccc(C(CNS(=O)(=O)c2ccc(F)cc2)N2CCN(C)CC2)cc1 (stereo not given)
  /	12	10	1	-23	-8	2	5
Cc1ccc(C(=O)NC2CCSC2=O)cc1 (stereo not given)
  36	6	-11	7	0	/	-2	3
COc1ccc(N2CC(C(=O)N3CCN(C(=O)c4ccco4)CC3)CC2=O)cc1 (stereo not given)
  /	-8	3	1	8	-1	-4	-2
CCCNC(=O)C(Cc1cccc(Cl)c1)NC(=O)c1ccccc1 (stereo not given)
  4	/	-1	3	8	-8	-9	0
CCOC(=O)N1CCN(C(=O)CCCn2nnnc2CN2CCC(C)CC2)CC1
  -8	-14	-21	8	5	0	2	0
CC(=O)Nc1ccc(NC(=O)CSc2nc3nc(-c4cccs4)cc(C(F)(F)F)c3c(=O)[nH]2)cc1
  1	23	-4	/	/	-13	13	/
CCNC(=O)C1CCCN(C(=O)c2ccc(C(=O)OC)cc2)CC1 (stereo not given)
  -4	-10	-5	4	-1	2	/	0
CO[C@@H]1CN(C)C(=O)c2cc(NC(=O)c3cc(C)on3)ccc2OC[C@@H](C)N(S(=O)(=O)c2ccc(F)cc2)C[C@H]1C
  -1	/	/	0	-3	-1	0	1
Cc1cc(C(F)F)n2nc(C(=O)Nc3ccccc3Br)nc2n1
  -10	/	/	6	-1	/	-2	3
CCC(=O)N1CCc2cc(Br)cc(S(=O)(=O)N(C)c3ccc(OC)cc3OC)c21
  10	-8	9	-2	-23	10	-1	2
CS(=O)(=O)N1CC2(C1)[C@H](c1ccccc1)[C@@H](CO)N2CC1CC1
  -7	13	8	/	/	3	/	/
CC(=O)c1cccc(Nc2nc(=O)c3cccnc3s2)c1
  1	38	-8	6	17	/	-2	-2
COCC(=O)Nc1ccc2c(c1)[C@@H]1C[C@H](CC(=O)NCc3ccc(OC)cc3)O[C@H](CO)[C@@H]1O2
  4	-1	-11	-1	11	9	-7	3
O=C(N[C@@H]1CC[C@@H](CCNC(=O)C2CCCCC2)O[C@@H]1CO)c1ccccn1
  -4	-2	-11	1	-1	-5	-4	-5
COc1cc(-c2nc3ccccn3c2/N=C/c2cc(OC)c(OC)c(OC)c2)ccc1O
  -24	/	/	-7	3	/	9	-3
